Giardia kill = Giardia lamblia killing | Giardia lamblia trophozoite viability | activity change, % at 7.66 µM, hits read low | hit rate 0.15% among 340,000 | AID 540267; in the data active = activity change below about -80%; inconclusive = between about -30% and that limit;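 also: parasites exposed to compound for two days anaerobically before the ATP read; % is scaled to controls: 0 for no effect and ±100 for the full control effect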
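Trophozoites 100 cells/well + cpd; 48 hrs, 37 deg C, anaerobic. ATPLite 1-Step added, 15-30 min RT, luminescence read (ATP-based viability).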
BCR signal inh = chronic active BCR signaling inhibition | ABC-DLBCL IkBa-CBG/CBR reporter, luminescence ratio, 4 h | Potency, µM (highest dose often 46.1 µM), for inactives: at the top dose ratio change, negative = lower green/red ratio, actives largely listed as inhibitors | hit rate 0.05% among 340,000 | AID 493014; active = well fitted inhibition curve with a large enough effect in the signal ratio, with a control signal flat, not every such curve was filed as active; inconclusive = small, poorly fitted or top-dose-only effect, or effect the other way, or a change in a side signal; the % refers to the signal ratio;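 also: potency is read from the fitted curve at half-maximal effect; plate controls were basal doxycycline-induced cells for no effect and cells given 10 µM MG132 for full effect; MG132 reads +100%, hits lower the ratio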
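TMD8 human ABC-DLBCL cells with doxycycline-inducible IκBα–green luciferase fusion and unfused red luciferase, in 0.5% FBS medium; compounds up to 46 uM, 4 h at 37C. Green/red luminescence ratio, filter-overlap corrected, fitted to concentration-response curves.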
CXXC DNA block = MLL CXXC-DNA interaction inhibition | Q03164 | MLL-CXXC / FITC-HOXA9 DNA fluorescence polarization | Potency, µM (titrated, usually from 115 µM), for the others: at the highest dose activity change, negative = inhibition, actives largely listed as inhibitors | hit rate 0.037% among 290,000 | AID 2662; active = well fitted inhibition curve with a large enough effect in the polarisation, with a control signal flat, not every such curve was filed as active; inconclusive = small, poorly fitted or top-dose-only effect, or effect the other way, or a change in a side signal; inactive = no such curve, though single readings can be large or run the other way; the % refers to the polarisation; also: potency is read from the fitted curve at half-maximal effect
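Purified MLL-CXXC (added from a 7 uM solution) was preincubated 5 min at ambient with pinned compounds in 50 mM Tris-HCl pH 7.5, 50 mM NaCl, 1 mM DTT, 0.05% BSA. Fluorescein-labeled HOX-A9 DNA (50 nM solution) followed, 30 min, then polarization read.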
Coupling enz = coupling enzyme interference in Giardia aldolase counter-screen. coupling enzyme system counterscreen, AmpLite Red fluorescence. activity change, negative = inhibition, % at 58.2 µM, hits read low. hit rate 0.67% among 290,000. AID 2472; in the data active = activity change below about -30%; also: % is scaled to controls: 0 for no effect and ±100 for the full control effect
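Coupling enzymes only (glyceraldehyde-3-phosphate) + compound, at 57.5 uM final, 10 min RT; add substrate/coupling/AmpLite Red mix, 20 min RT; fluorescence ex 525/em 598 nm. Actives flag coupling-system interference.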
Tb PFK inh = inhibitors of T. brucei phosphofructokinase; hit rate 0.17% among 330,000; T. brucei PFK, ADP-Glo luminescence; Potency, µM (series often up to 57.5 µM), inactives show at the highest dose activity, negative = inhibition, most hits filed as inhibitors;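 also: potency is read from the fitted curve at half-maximal effect; 0% = uninhibited 1x PFK enzyme wells and -100% = no-enzyme wells; nearly all actives have a fitted effect of over 60% in size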
Target sequence (O15648 whole entry, looked up): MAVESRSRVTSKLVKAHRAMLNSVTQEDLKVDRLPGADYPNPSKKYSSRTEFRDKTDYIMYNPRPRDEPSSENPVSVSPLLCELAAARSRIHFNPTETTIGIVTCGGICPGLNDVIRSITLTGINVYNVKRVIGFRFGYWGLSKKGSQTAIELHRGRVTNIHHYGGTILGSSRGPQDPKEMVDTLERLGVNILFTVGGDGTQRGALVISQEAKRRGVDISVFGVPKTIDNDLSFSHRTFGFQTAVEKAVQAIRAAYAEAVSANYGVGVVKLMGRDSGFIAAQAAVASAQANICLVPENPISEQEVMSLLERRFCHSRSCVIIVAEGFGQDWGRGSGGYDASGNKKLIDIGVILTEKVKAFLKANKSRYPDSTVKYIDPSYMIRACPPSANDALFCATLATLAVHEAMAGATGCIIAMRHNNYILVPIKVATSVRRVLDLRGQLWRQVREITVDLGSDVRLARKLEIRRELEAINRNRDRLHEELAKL
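Compounds were pin-transferred as a titration series up to 57 uM into substrate buffer (0.5 mM F6P, 0.1 mM ATP, pH 8.0), then 1.25 nM PFK was added and reactions ran 45 min before ADP-Glo detection.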
AT treatment = potential ataxia-telangiectasia treatments restoring KAP-1 phosphorylation; […] A-T fibroblasts, KAP-1 phosphorylation AlphaLISA; neocarzinostatin DNA damage 30 min before lysis; Potency, µM (highest dose often 57.5 µM), for inactives: at the top dose activation, actives largely listed as activators; hit rate 0.19% among 320,000; also: potency is read from the fitted curve at half-maximal effect; % of control where 0% means no effect; nearly all actives have a fitted effect of over 45% in size
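ATM-like activity read as KAP-1 phosphorylation via AlphaLISA donor/acceptor antibody pairs after lysis and 6 hr at 25C. Cells were ATM-null patient fibroblasts ([…], hTERT), dosed 60 min, then exposed to the DSB inducer NCS for 30 min.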
TSHR antagonist = antagonists of human thyroid stimulating hormone receptor; P16473; TSHR-expressing cells, TSH-stimulated cAMP HTRF, 2 h; hits give low values; activity change, negative = inhibition, % at 11.5 µM; hit rate 0.2% among 330,000; AID 504810;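 active = activity change below a set negative limit, meaning inhibition stronger than a set level, cut at about -70% in these data; inconclusive = activity change between two set negative limits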; also: % is scaled to controls: 0 for no effect and ±100 for the full control effect
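Competitive HTRF cAMP read-out (cryptate anti-cAMP antibody, cAMP-d2; 30 min, room temperature) in freshly harvested TSHR cells. Compounds added before TSH at EC80 (4nM final), followed by 2 hours' incubation at 37 deg C.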
TCR act = activates T cell receptor signaling; primary human leukocytes, anti-CD3, IL-2 HTRF, 48 h; Potency, µM (titrated, usually from 9.22 µM), inactives show at the top dose activation of IL-2 secretion, hits mostly activators; 330,000 tested, under 10 active; AID 504894; also: % of control where 0% means no effect
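48 hr co-incubation of compounds, a-CD3 beads and primary human leukocytes; IL-2 quantified homogeneously by HTRF with anti-IL-2 K and d2 conjugates.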
hERG WT inh = blocks the wildtype human KCNH2 potassium channel | Q12809 | activity change, % at 1.84 µM | hit rate 0.37% among 340,000 | U2OS, BacMam KCNH2, thallium flux FluxOr; hits give low values;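 active = maximum activity change below -70%; inconclusive = maximum activity change between -70% and -50%; inactive = maximum activity change above -50%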; also: % is scaled to controls: 0 for no effect and ±100 for the full control effect
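U2OS cells transduced with wild-type KCNH2 virus are loaded with FluxOr dye for 45 min, and thallium flux is measured in kinetic reads before and after stimulation buffer. Rate constants are normalized to DMSO controls.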
GALK inhibitor = galactokinase (human) inhibition | P51570 | Purified GALK, Kinase-Glo residual ATP luminescence | Potency, µM (titrated, usually from 57.5 µM), for inactives: top-dose activity change, negative = inhibition, hits mostly inhibitors | hit rate 0.007% among 270,000; also: potency is read from the fitted curve at half-maximal effect; % is scaled to controls: 0 for no effect and ±100 for the full control effect
Target sequence (P51570 whole entry, looked up): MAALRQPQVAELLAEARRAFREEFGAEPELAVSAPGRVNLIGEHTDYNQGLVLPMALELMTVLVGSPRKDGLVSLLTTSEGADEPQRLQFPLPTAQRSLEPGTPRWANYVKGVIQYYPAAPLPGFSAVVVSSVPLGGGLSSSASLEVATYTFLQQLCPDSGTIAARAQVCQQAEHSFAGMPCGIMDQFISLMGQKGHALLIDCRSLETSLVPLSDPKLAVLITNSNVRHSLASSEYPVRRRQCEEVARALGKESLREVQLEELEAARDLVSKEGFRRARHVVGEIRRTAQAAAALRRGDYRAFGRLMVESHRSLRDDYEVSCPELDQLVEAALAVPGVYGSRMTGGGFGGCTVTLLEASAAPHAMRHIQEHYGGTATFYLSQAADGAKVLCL
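Human GALK (5 nM) with 35 uM ATP and 100 uM galactose in 20 mM HEPES pH 8.0, 5 mM MgCl2, 60 mM NaCl, 1 mM DTT, 0.01% BSA. After 1 h at room temperature, leftover ATP was read by Kinase-Glo Plus luminescence.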
Starred values were filed as active, the others as inactive; ? = inconclusive; / = not tested or not shown; [ ] = remark or other dose. Unless noted, calls follow the shape of the dose curve; as a rule, active = well fitted curve in the direction sought with a large enough effect; inconclusive = small, poorly fitted or top-dose-only effect, or another doubt; inactive = no such curve, though single readings can be large; an effect the other way counts as inactive or inconclusive.

SMILES | Giardia kill | BCR signal inh | CXXC DNA block | Coupling enz | Tb PFK inh | AT treatment | TSHR antagonist | TCR act | hERG WT inh | GALK inhibitor
CC(C)(C)NC(=O)C(c1ccncc1)N(C(=O)c1csnn1)C1CC1 (stereo not drawn) | 18 | -1% | -6% | 3 | -3% | -6% | 10 | -11% | 1 | 7%
COc1ccc(-c2ocnc2C(=O)Nc2ccc3c(c2)CCC3)cc1 | -12 | -3% | -4% | 1 | 1% | 1% | -1 | -2% | -3 | 2%
COCCCn1nnnc1SCC(=O)Nc1nc(C)c(C)s1 | 9 | -10% | 1% | 0 | -1% | / | 0 | -5%[46.1 µM] | 1 | -1%
CCOc1ccc(S(=O)(=O)NCCC(=O)N(C)CC(=O)Nc2ccc(OC)cc2)cc1 | 4 | -1% | -1% | / | 4% | 6% | -3 | 10% | 1 | -2%
CCc1nc(SC)[nH]c(=O)c1C | 10 | -7% | -4% | 3 | 0% | -3% | 3 | 2% | 7 | 0%
Clc1cccc(-c2nc(NCCCN3CCOCC3)c3ccccc3n2)c1 | 43[activator] | ? | 11% | -13 | 6% | 14% | -30 | 0% | -18 | 0%
COc1ccc(S(=O)(=O)N(CC(=O)NCC2CCCO2)c2ccccc2)cc1OC (stereo not drawn) | 17 | 2% | 5% | 6 | -2% | 7% | 2 | -7% | -9 | 9%
CCOC(=O)/C=C/C(=O)Nc1ccc(S(=O)(=O)Nc2cc(C)on2)cc1 | -21 | 0% | -14% | 4 | 3% | -2% | -5 | 2% | -4 | 1%
Clc1ccc(OCCOCCN2CCCCC2)c(Br)c1 | 2 | ? | -2% | 1 | -4% | -4% | 3 | 1% | 3 | -2%
COCCNC(=O)c1ccc(S(=O)(=O)c2ccc(Cl)cc2)c(NC(C)=O)c1 | 7 | -2% | -1% | 0 | 2% | -7% | 4 | -3% | 12 | 3%
Cc1cccc(N(Cc2ccccc2)C(=O)c2ccc(F)c(S(=O)(=O)N3CCOCC3)c2)c1 | -10 | -13% | / | / | 0% | 5% | -3 | 6% | 21 | /
COc1ccc(C(CNC(=O)c2ccc(S(=O)(=O)N(C)C)cc2)N2CCCCC2)cc1 (stereo not drawn) | 0 | 0% | 4% | 1 | 4% | 11% | -5 | 4% | -13 | 1%
O=C1NC2(CCCCCC2)C(=O)N1CCS(=O)(=O)Oc1ccccc1 | -8 | 3% | 10% | 4 | 2% | 20% | -3 | 1% | -9 | -2%
CCn1nc(CC(=O)Nc2nnc(CC(=O)N3CCCC3)s2)c2ccccc2c1=O | -4 | -3% | -6% | 5 | 1% | 4% | -3 | -2% | 11 | 3%
Cc1ccccc1OCCC(=O)N1CCN(S(=O)(=O)c2ccc(Cl)cc2)CC1 | 5 | -7% | / | / | 2% | 3% | 2 | 2% | 8 | /
CS(=O)(=O)N(CC(=O)Nc1ccccc1C(=O)N1CCOCC1)c1ccc(Cl)cc1 | -26 | -4% | -1% | 1 | -4% | -15% | 5 | 1% | 7 | -2%
Cc1ccccc1OCC(=O)N/N=C/c1ccncc1 | 14 | -8% | 9% | -1 | -6% | -1% | 43 | 1%[46.1 µM] | 14 | /
Cc1ccc(N2CCN(C(=O)c3ccccc3NC(=O)C3CC=CCC3C(=O)O)CC2)cc1 (stereo not drawn) | -5 | 22% | -4% | 0 | -6% | -5% | 13 | -1% | -1 | 1%
Cc1noc(/C=C/N(C)C)c1S(=O)(=O)N1CCC(C(=O)O)CC1 | 9 | -1% | -10% | 0 | -1% | 6% | 2 | -4% | 0 | -5%
O=C1CCN(Cc2nnnn2CC2CCCO2)c2ccccc2N1 (stereo not drawn) | 13 | -7% | 3% | 1 | 0% | -10% | 6 | -3% | 14 | 1%
CC(=O)c1cccc(NC(=O)c2csc(-n3nc(C)cc3C(F)(F)F)n2)c1 | -12 | -1% | -6% | 2 | 1% | 2% | -5 | 3% | 8 | -1%
O=C1CCCC2=C1C(O)(C(F)(F)F)C(=O)N2Cc1ccccc1 (stereo not drawn) | 2 | -2% | 10% | 2 | 1% | -1% | 1 | 3%[46.1 µM] | 2 | 0%
C/C(=N\NC(=O)c1ccc2c(c1)OCO2)c1ccc(O)cc1 | 19 | ? | -3% | 3 | -2% | -7% | -4 | 12% | 2 | 6%
COc1ccc(C2=CC(=O)CC(C)(C)C2)cc1OC | 5 | -5% | / | / | 7% | -3% | -8 | -9% | / | /
O=C(CSc1n[nH]c(-c2cccnc2)n1)Nc1cccc(Cl)c1 | -17 | 2% | 9% | 0 | 4% | 3% | -6 | -6% | -2 | -3%
O=C(CN1C(=O)CCS(=O)(=O)c2ccccc21)NCc1ccc(F)cc1 | -4 | -1% | -5% | -3 | -5% | 13% | 30 | 6%[46.1 µM] | 7 | -3%
NC(=O)C1CCN(C(=O)/C(=C/c2ccccc2)NC(=O)c2ccccc2)CC1 | 22 | 1% | 3% | -1 | 3% | 2% | 11 | 0% | -4 | 1%
COc1ccc(OC)c(NC(=O)CS(=O)(=O)c2ccccc2)c1 | -9 | 6% | 2% | 2 | 1% | 3% | 14 | 6% | -16 | 0%
O=C(COC(=O)CC1CCCC1)Nc1cc2c(cc1Cl)C(=O)c1ccccc1C2=O | ? | 18% | 6% | 3 | -17% | 0% | -7 | 2% | 4 | -1%
CC(c1ccccc1)C1CC(=O)N(c2ccc(C(=O)O)cc2)C1=O (stereo not drawn) | -16 | ? | 1% | -2 | 0% | 6% | 4 | -32% | 23 | 0%
CCOC(=O)c1c(C)n(-c2ccccc2)c2ccc(O)cc12 | -11 | ? | -7% | 1 | -8% | 14% | 24 | -4% | -1 | 1%
CS(=O)(=O)N1CCN(c2ccc(NC(=O)COc3ccccc3[N+](=O)[O-])cc2)CC1 | -3 | -1% | 2% | / | 0% | -20% | 13 | -10% | -7 | -6%
Cc1ccccc1OCC1Cn2c(nc3c2c(=O)[nH]c(=O)n3C)O1 (stereo not drawn) | -9 | 7% | 1% | 2 | 2% | -6% | 12 | 3% | -14 | -6%
CSc1cccc(NC(=O)CN(c2ccc(C)cc2C)S(C)(=O)=O)c1 | 3 | -1% | 0% | -1 | -2% | 4% | -19 | 0% | 4 | 1%
CC(=O)N1N=C(c2ccccc2)CC1c1cn(C)c2ccccc12 (stereo not drawn) | -9 | ? | -5% | 3 | -1% | 1% | 3 | 3%[46.1 µM] | -9 | 1%
CCOC(=O)c1ccc(S(=O)(=O)N2CCN(C(=O)CSc3nc4ccccc4o3)CC2)cc1 | 11 | -1% | 8% | -1 | 6% | 3% | -7 | -6%[46.1 µM] | -28 | -1%
COc1ccc(Nc2nc(N)c([N+](=O)[O-])c(N3CCN(C)CC3)n2)cc1 | -16 | -10% | -6% | 0 | 2% | -40% | -4 | -2% | 3 | -1%
CN(C)S(=O)(=O)c1cccc(N2C(=O)CC3(CCCCC3)CC2=O)c1 | -9 | -10% | 14% | 1 | 3% | 2% | -5 | 12% | -25 | 0%
Cc1cc(C(=O)NNC(=S)NCC2CCCO2)cs1 (stereo not drawn) | -12 | ? | -5% | -3 | -2% | -3% | 8 | 0% | 41 | /
O=C(N/N=C1\CCCCc2ccccc21)c1ccccn1 | -9 | ? | -2% | 1 | -1% | 1% | -3 | -7% | 5 | 0%
CCCc1cc(=O)[nH]c(SCC(=O)NC2CCCCCCC2)n1 | 21 | 7% | / | / | -3% | -1% | -6 | -2%[46.1 µM] | 6 | /
CNC[C@@H](Cc1ccccc1)NC[C@@H](CC1CCCCC1)NCCCc1ccccc1 | -9 | ? | ? | 1 | 1% | 0% | 4 | -4% | -4 | /
CC(=O)Nc1cccc(Oc2nc(C(F)(F)F)nc3ccccc23)c1 | 0 | 1% | 1% | 1 | -2% | 5% | 2 | 3% | 1 | 1%
Cc1ccc(NC(=O)c2nc3nccc(C)n3n2)c(C)c1 | -12 | -3% | -6% | 4 | -3% | 8% | 21 | -5% | -10 | 10%
Cc1ccc(/C=C/C(=O)Nc2sc(C)c(C)c2C(=O)OC(C)C)o1 | 10 | -5% | 10% | -2 | -2% | -1% | 28 | -6% | -1 | 1%
COc1ccc(OCC(=O)NNC(=S)NC(=O)C2CCCCC2)cc1 | / | 0% | 8% | / | -6% | 27% | 2 | / | / | 0%
CCOc1ccc(N(C(=O)c2cnsn2)C(C(=O)NC2CCCCC2)c2ccncc2)cc1 (stereo not drawn) | -13 | 0% | 3% | -1 | -1% | -1% | 5 | 2%[46.1 µM] | -7 | 0%
CC(=O)Nc1cc(S(=O)(=O)Nc2ccccc2)c(C)cc1C | -6 | 1% | 12% | 0 | 2% | 0% | 6 | 4% | 21 | -1%
